Source: PubChem BioAssay
UCHL1 inh = blocks human UCHL1 ubiquitin-rhodamine cleavage | P09936 | purified UCHL1, Ub-rhodamine cleavage fluorescence | inhibition, % at 20 µM | 47,000 compounds, 0.2% hits | AID 1645859
Target sequence (P09936 whole entry, looked up): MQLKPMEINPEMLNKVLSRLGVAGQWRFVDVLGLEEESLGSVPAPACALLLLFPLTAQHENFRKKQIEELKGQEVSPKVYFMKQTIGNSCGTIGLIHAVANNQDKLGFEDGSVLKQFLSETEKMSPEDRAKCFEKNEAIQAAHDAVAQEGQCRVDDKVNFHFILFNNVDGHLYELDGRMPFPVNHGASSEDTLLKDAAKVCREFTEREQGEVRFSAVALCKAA
USP28 block = human USP28 deubiquitinase inhibition; Q96RU2; purified USP28, Ub-rhodamine cleavage fluorescence, 30 min; inhibition, % at 25 µM; 47,000 compounds, 3% hits; AID 1645857
USP7 block = blocks human USP7 ubiquitin-rhodamine cleavage; inhibition, % at 20 µM; purified USP7, Ub-rhodamine cleavage fluorescence; Q93009; AID 1645854; 47,000 compounds, 0.3% hits
OTUD3 block = human OTUD3 deubiquitinase inhibition; inhibition, % at 25 µM; 47,000 compounds, 0.7% hits; purified OTUD3, Ub-rhodamine fluorescence, 2 h; Q5T2D3
USP10 inh = inhibitors of human USP10 deubiquitinase. inhibition, % at 20 µM. Q14694. purified USP10, Ub-rhodamine fluorescence, 60 min. 47,000 compounds, 1.1% hits. AID 1645856
USP8 block = inhibitors of human USP8 deubiquitinase; inhibition, % at 20 µM; 47,000 compounds, 4.2% hits; purified USP8, Ub-rhodamine cleavage fluorescence, 30 min
USP30 inh = blocks human USP30 ubiquitin-rhodamine cleavage | 47,000 compounds, 5.3% hits | AID 1645860 | inhibition, % at 25 µM | purified USP30, Ub-rhodamine cleavage fluorescence | Q70CQ3
USP17 inh = blocks human USP17 ubiquitin-rhodamine cleavage | purified USP17, Ub-rhodamine cleavage fluorescence, 3 h | inhibition, % at 50 µM | 47,000 compounds, 6.5% hits | AID 1645855
Target sequence (A8MUK1 whole entry, looked up): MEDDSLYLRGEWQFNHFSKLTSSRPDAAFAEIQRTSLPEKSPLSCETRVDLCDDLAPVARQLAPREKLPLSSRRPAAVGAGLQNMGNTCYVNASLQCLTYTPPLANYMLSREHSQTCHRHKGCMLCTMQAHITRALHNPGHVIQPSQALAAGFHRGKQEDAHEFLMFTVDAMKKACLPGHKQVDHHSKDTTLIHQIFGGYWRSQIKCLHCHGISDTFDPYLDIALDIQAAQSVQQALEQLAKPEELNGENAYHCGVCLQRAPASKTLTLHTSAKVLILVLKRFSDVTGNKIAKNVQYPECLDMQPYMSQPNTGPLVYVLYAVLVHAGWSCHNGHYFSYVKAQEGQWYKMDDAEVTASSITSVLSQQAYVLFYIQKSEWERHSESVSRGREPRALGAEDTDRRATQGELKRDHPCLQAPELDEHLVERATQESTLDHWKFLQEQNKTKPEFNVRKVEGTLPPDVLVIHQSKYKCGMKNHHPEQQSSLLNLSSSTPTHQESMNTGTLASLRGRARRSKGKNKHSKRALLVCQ
* hit, by the source's call; i = inactive; nt = no result given. Cut-off read from the data, not from the text of the source: active = inhibition above about 30%; inactive = the rest.

SMILES	UCHL1 inh	USP28 block	USP7 block	OTUD3 block	USP10 inh	USP8 block	USP30 inh	USP17 inh
Cc1cccc(-n2nc(C)c3c2NC(=O)CC3C(=O)c2ccc3c(c2)OCCO3)c1 (stereo not given)	-3	-6	-6	-5	0	-17	-20	-7
Clc1ccc2nc(N3CCc4ccccc4C3)sc2c1	2	17	5	6	-1	28	10	-6
COc1ccccc1CNc1nc(-c2cccnc2)nn1S(=O)(=O)c1ccccc1	5	-85	-17	-2	7	-5	1	-2
O=C(NCc1nnc(SC/C=C/c2ccccc2)o1)c1ccco1	-2	3	-50	0	-1	-6	9	-8
CC(C)n1nccc1-c1cncc(C2CCCN(S(=O)(=O)N(C)C)C2)n1 (stereo not given)	-1	-1	0	-7	-1	-7	-13	-6
O=C(OCC(=O)N1CCC(Cc2ccccc2)CC1)c1ccccc1C(=O)c1ccccc1	4	6	8	2	5	-7	21	-6
O=C(CCc1nnc2ccc(N3CCCCC3)nn12)N1CCc2ccccc2C1	0	-3	-4	-1	1	-2	-1	-5
CS(=O)(=O)Nc1ccc(-c2noc(-c3ccccn3)n2)cc1	1	5	2	6	1	1	11	3
c1ccc(-c2nnc(-c3cnc4onc(C5CC5)c4c3)o2)cc1	-12	-22	-9	-10	-11	-9	-63	-14
O=S(=O)(c1ccc(F)c(F)c1)N1CCCCC1c1nnc(-c2ccccn2)o1 (stereo not given)	0	1	-2	-2	3	-10	-4	-3
O=C(O)c1ccc2ncc(NC(=O)c3ccc(F)cc3)c(=O)n2c1	0	10	2	6	4	11	8	3
NC(=O)COC(=O)c1cc(S(=O)(=O)N2CCOCC2)ccc1N1CCCCC1	1	8	1	4	0	1	12	4
COc1ccc(-c2cc(C(=O)NCCC3=CCCCC3)nn2C2CCS(=O)(=O)C2)cc1 (stereo not given)	2	43*	3	10	4	6	17	27
Cc1ccnc(-n2c(C)c(C)c3c(=N)n(CCO)cnc32)c1	-4	-15	-1	-3	-4	-53	-66	-20
Cc1[nH]c2ccccc2c1C(=O)CSc1ncnc2sc3c(c12)CCC3	-5	-4	-4	-9	-3	-5	-31	-6
O=C(Nc1ccc2c(c1)CCC2)c1cc2ccccc2s1	6	33*	7	17	10	-3	28	8
O=C(c1cccc(Cl)c1)N1CCC2(CC1)CN(Cc1cccnc1)CC21CCNC1=O (stereo not given)	1	-2	3	3	-1	-56	-16	-13
O=c1ccc(S(=O)(=O)N2CCCCC2)cn1Cc1ccccc1Cl	1	19	-6	12	0	0	26	11
COc1ccc(C(=O)NCc2ccc3c(c2)OCO3)cc1S(=O)(=O)N(C)Cc1ccccc1	-2	0	4	0	-5	-4	5	-13
Cc1ccccc1NC(=O)Nc1ccccc1OCc1cc(=O)n2ccccc2n1	6	20	6	12	11	13	42*	50*
Cn1cc(C2=CCN(S(=O)(=O)c3cc(F)ccc3F)CC2)c2cccnc21	-7	-29	-6	-23	-1	-31	-77	-24
CC(=O)N1CCc2cc(S(=O)(=O)NCCC(=O)NCCc3ccc(S(N)(=O)=O)cc3)ccc21	0	5	3	1	2	11	12	6
O=C(Cc1nnc2c(-c3nc(C4CC4)no3)cccn12)N1CCCCCC1	-5	-10	-5	-12	-3	43*	-74	-7
CS(=O)(=O)N1CCCC1c1nnc2n1CCNC2 (stereo not given)	1	1	0	9	-2	-103	6	-13
CCS(=O)(=O)N1CCc2ccc(NS(=O)(=O)c3ccc(F)cc3F)cc2C1	-3	-8	-4	-1	5	-13	-6	0

An excerpt from above, showing only OTUD3 block:
Compound | OTUD3 block
c1ccc(-c2nnc(-c3cnc4onc(C5CC5)c4c3)o2)cc1 | -10
O=S(=O)(c1ccc(F)c(F)c1)N1CCCCC1c1nnc(-c2ccccn2)o1 (stereo not given) | -2

The list continues.
SMILES	UCHL1 inh	USP28 block	USP7 block	OTUD3 block	USP10 inh	USP8 block	USP30 inh	USP17 inh
Cc1ccccc1C(=O)Nc1ccccc1-c1cnn(-c2ccccc2)c1	0	19	-1	5	1	3	7	29
Cn1c(=O)cc(Nc2ccc(Cl)cc2)[nH]c1=O	0	nt	9	11	3	-1	nt	4
CCOC(=O)c1sc2ccccc2c1S(=O)(=O)Nc1ccc(F)cc1F	-1	4	-31	1	13	19	-5	7
Cc1cccc(CSC2=NS(=O)(=O)c3ccccc3N2)c1	-1	14	1	0	5	8	8	5
COc1ccc(CCNC(=O)C(=O)c2cn(CC(=O)N3CCCC3)c3ccccc23)cc1	2	6	-1	5	0	2	27	9
Cc1ccc(NC(=O)N2CCCC2c2ccco2)c([N+](=O)[O-])c1 (stereo not given)	-1	0	-143	2	-1	-140	-7	-17
O=C(CCc1nc(-c2cnccn2)no1)N1CCc2ccccc2C1	-1	4	2	-7	4	57*	0	22
CN(C)C(=O)CN1Cc2c(C(=O)N3CC=CC3)ncn2-c2ccccc2S1(=O)=O	5	5	0	5	1	3	18	9
COCC1CN(C(=O)Cc2ccc(OC)cc2)Cc2ccnn2C1 (stereo not given)	-1	4	-4	-2	1	-69	-5	0
O=C(Cc1ccccc1[N+](=O)[O-])N1CCc2ccccc21	-1	-11	-137	0	0	-27	1	8
CN1CC(=O)N(C2CCNC2)Cc2c(NC3CCCCCC3)ncnc21 (stereo not given)	2	nt	2	0	-1	-2	nt	-17
CN1c2ccccc2C(=O)N2CCc3c([nH]c4ccccc34)[C@H]21	0	5	1	1	4	8	-16	-17
CC(=O)N1C[C@@H]2C[C@]2(c2ccccc2)C(=O)c2ncccc21	-2	-10	-1	-3	-2	-36	-16	-9
O=C(Nc1cccn(Cc2c(Cl)cccc2Cl)c1=O)c1ccccc1[N+](=O)[O-]	3	81*	6	15	6	-49	46*	9
CCN(CC)c1c(S(=O)(=O)c2ccc(C)cc2)cnc2ccccc12	7	20	15	24	4	21	18	19
COc1ccc(NC(=O)NCCN2CCc3ccccc3C2)cc1OC	2	nt	9	1	-1	3	nt	1
O=C(c1ccc(O)cc1)N1CC[C@@H]2CN(C(=O)c3ccccc3)[C@@H]2C1	-1	-4	0	-4	-1	3	-4	-3
CSc1ncccc1C(=O)Nc1ccnn1Cc1ccccc1Cl	0	6	1	3	0	0	15	8
O[C@@H]1C[C@H]2CN(Cc3ccccc3F)[C@@H](Cc3ccccc3)CN2C1	-4	-16	-3	-19	-7	-96	-61	-7
CCc1nc(SCC(=O)Nc2ccc(Cl)cc2Cl)c2oc3ccccc3c2n1	1	1	4	3	0	12	-45	3
COc1ccc(Nc2nnc(Cc3ccc(Cl)cc3)c(=O)[nH]2)cc1	0	-8	28	3	39*	92*	4	-3
Cc1ccc(S(=O)(=O)[C@H]2CS(=O)(=O)C[C@@H]2N2CCC(C)CC2)cc1	-2	0	-1	0	0	-6	-11	2
O=c1c2cnc3nc(-c4ccncc4)nn3c2ccn1Cc1ccco1	-9	0	-3	-3	-2	-14	-10	3
Cc1nnsc1Sc1ccccc1Cl	-1	2	-11	-1	3	3	3	5
O=C(c1nc(-c2ccc(N3CCCCCC3)cc2)no1)N1CCOCC1	3	6	nt	0	4	5	13	-1
More entries follow:
SMILES	UCHL1 inh	USP28 block	USP7 block	OTUD3 block	USP10 inh	USP8 block	USP30 inh	USP17 inh
Cc1cccc(S(=O)(=O)N2CCC(n3cnnc3C3CC3)CC2)c1	3	7	3	11	2	1	12	13
COc1ccc(N2CCCn3c2nc2c3c(=O)n(Cc3cccc4ccccc34)c(=O)n2C)cc1	0	2	1	8	0	-49	4	11
CCOc1ccc(N(C)S(=O)(=O)c2ccc(C)c(C(=O)OCC(=O)N(Cc3ccccc3)C(C)(C)C)c2)cc1	1	4	5	3	1	-8	-18	-5
Cc1nn(C)c(C)c1C1CCCN1CC(=O)Nc1sccc1C#N (stereo not given)	-20	-66	-18	-54	-2	-40	-210	-57
COc1ccc(CC(=O)NC2CC3(CCOCC3)Oc3ccc(C)cc32)cc1OC (stereo not given)	3	1	2	0	-3	-1	10	0
COc1ccc(OCC(=O)Nc2cc(F)c3nc(N4CCOCC4)ccc3c2)cc1	0	0	4	-36	-7	6	-65	10
Cc1cc(N2CCOCC2)nc2ccc(NC(=O)CC3CCCC3)cc12	0	3	9	0	0	9	12	-5
CN(C)[C@@H]1CN(Cc2cccnc2)C[C@H]1c1cn(C)c2ccccc12	-3	-14	-10	-9	-2	2	-14	-5
Cc1ccc(S(=O)(=O)Nc2ccc(S(=O)(=O)Nc3ccc(F)cc3)cc2)cc1	7	13	3	8	8	11	9	6
CC(=O)c1cc2c(cc1N1Cc3ccccc3C1)OCO2	-7	-11	-14	-41	-9	-36	-191	-15
Cc1c(C(=O)N2CCCC2)cnn1-c1cc(-c2nc(C(C)C)no2)ccn1	1	5	4	7	1	4	19	6
O=C(NCc1ccc(C(F)(F)F)cc1)C1CCN(c2nc3nc[nH]c(=O)c3s2)CC1	-1	11	0	2	2	-8	14	42*
CN(c1ccccc1)c1ccc2ccc(C(=O)NCCN3CCOCC3)cn12	-7	-31	-15	-18	-6	-77	-91	-32
O=c1[nH]c2ccccc2cc1CN(c1ccccc1)S(=O)(=O)c1ccc(Cl)cc1	1	-3	1	0	1	4	-1	48*
O=C(NCCc1ccccc1)c1cccc2c1C(=O)N(C1CCCCC1)C2	3	12	-4	14	10	-3	-1	17
CCC(=O)Nc1cccnc1-c1ccc(C(=O)Nc2ccc3c(c2)OCO3)cc1	3	40*	18	5	13	75*	5	nt
CCc1ccccc1NC(=O)c1cc(-c2ccccn2)n[nH]1	5	13	7	18	5	6	38*	73*
CN(C)c1cc(N2CCCC(NC(=O)CCc3ccccc3)C2)ncn1 (stereo not given)	1	2	-1	-3	3	1	-5	0
Cc1sc2ncn(CC(=O)Nc3ccccc3)c(=O)c2c1C	-3	23	0	7	-5	-11	-133	39*
COc1ccc(C(O)CN2CCN(c3ncccn3)CC2)cc1 (stereo not given)	-1	-7	0	-5	0	-6	0	0
CN(C)C(=O)c1csc2nc(-c3ccc(NC(=O)Cc4ccc(F)cc4)cc3)cn12	0	0	-2	-18	0	-32	-17	-22
COc1ccccc1-c1nc2ccccc2n1C1CCN(C(=O)NCCN)CC1	3	4	8	12	1	-33	17	-4
COc1ccc2nc3c(cc2c1)CN(CC1CC1)C(=O)CO3	2	14	-3	29	0	1	40*	5
COc1ccc(CCNC(=O)c2c(N)n(-c3cccc(Cl)c3)c3nc4ccccc4nc23)cc1	7	-22	-6	-29	4	62*	-102	65*
CCN(CC)C(=O)C1Cn2ccnc2C2(CCN(S(=O)(=O)c3ccc(C)cc3)CC2)O1 (stereo not given)	0	-3	1	-2	2	-12	6	-5
Continued:
SMILES	UCHL1 inh	USP28 block	USP7 block	OTUD3 block	USP10 inh	USP8 block	USP30 inh	USP17 inh
Cc1cc(-c2cnc(C)nc2C2CCN(C(=O)CCc3ccco3)CC2)on1	1	5	3	9	-2	10	21	4
O=C(Cc1ccccc1)N1CCC[C@@H]1Cn1nnc(-c2cccnc2)n1	2	4	1	5	-1	0	10	4
Cc1cc(C)c(N(C)C(=O)[C@@H]2[C@H]3C[C@H]4[C@@H]2C(=O)O[C@H]4C3)c(C)c1	-2	-9	2	-6	1	2	-2	-2
Cc1cc(/C=C2/C(=N)N3C=CSC3=NC2=O)c(C)n1-c1ccc(F)cc1	-13	-121	-14	-181	-4	-18	i	-75
COCC(=O)N[C@@H]1[C@@H](c2ccccc2)[C@@H](CO)N2CCCC[C@H]12	-4	-14	-3	-7	-2	-13	-33	-11
COc1ccc(C2CCN(C(=O)c3ccccn3)CC2)cc1	-3	nt	-8	-4	-2	-4	nt	-16

Of the compounds above, these contain fluorine.
SMILES	UCHL1 inh	USP28 block	USP7 block	OTUD3 block	USP10 inh	USP8 block	USP30 inh	USP17 inh
O=S(=O)(c1ccc(F)c(F)c1)N1CCCCC1c1nnc(-c2ccccn2)o1 (stereo not given)	0	1	-2	-2	3	-10	-4	-3
O=C(O)c1ccc2ncc(NC(=O)c3ccc(F)cc3)c(=O)n2c1	0	10	2	6	4	11	8	3
Cn1cc(C2=CCN(S(=O)(=O)c3cc(F)ccc3F)CC2)c2cccnc21	-7	-29	-6	-23	-1	-31	-77	-24
CCS(=O)(=O)N1CCc2ccc(NS(=O)(=O)c3ccc(F)cc3F)cc2C1	-3	-8	-4	-1	5	-13	-6	0
CCOC(=O)c1sc2ccccc2c1S(=O)(=O)Nc1ccc(F)cc1F	-1	4	-31	1	13	19	-5	7
O[C@@H]1C[C@H]2CN(Cc3ccccc3F)[C@@H](Cc3ccccc3)CN2C1	-4	-16	-3	-19	-7	-96	-61	-7
COc1ccc(OCC(=O)Nc2cc(F)c3nc(N4CCOCC4)ccc3c2)cc1	0	0	4	-36	-7	6	-65	10
Cc1ccc(S(=O)(=O)Nc2ccc(S(=O)(=O)Nc3ccc(F)cc3)cc2)cc1	7	13	3	8	8	11	9	6
O=C(NCc1ccc(C(F)(F)F)cc1)C1CCN(c2nc3nc[nH]c(=O)c3s2)CC1	-1	11	0	2	2	-8	14	42*
CN(C)C(=O)c1csc2nc(-c3ccc(NC(=O)Cc4ccc(F)cc4)cc3)cn12	0	0	-2	-18	0	-32	-17	-22
Cc1cc(/C=C2/C(=N)N3C=CSC3=NC2=O)c(C)n1-c1ccc(F)cc1	-13	-121	-14	-181	-4	-18	i	-75
